B2AR arrestin ag – qHTS assay of beta-arrestin-biased ligands of beta2-adrenergic receptor: NCGC Sytravon Library Screen | Beta-2 adrenergic receptor (Homo sapiens), P07550 | HTLA Tango cells, beta-arrestin recruitment, luciferase luminescence, 18 h | Potency, µM (titrated, usually from 46.1 µM), inactives show at the top dose activation, hits mostly activators | 44,000 tested, under 10 active | AID 1347077, 2019;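 also: potency is read from the fitted curve at half-maximal effect; 0% = DMSO and full agonism = EC100 isoproterenol or metaproterenol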
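Tango cells (recombinant beta2-AR, beta-arrestin, tTA-driven luciferase), 1500/well in DMEM 1% FBS, treated 18 h at 37 °C with compounds up to 46 µM; luciferin mix added, luminescence read after 15 min; %activity curves fitted and curve-classed.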
FH mod – Identification of activators of human fumarate hydratase by quantitative high-throughput screening; 54,000 compounds, 0.22% hits; Potency, µM (highest dose often 79.9 µM), for the others: at the highest dose activity change, negative = inhibition, most hits filed as inhibitors; FH coupled MDH/diaphorase resazurin fluorescence, 15 min; Fumarate hydratase, mitochondrial (Homo sapiens), P07954; also: potency is read from the fitted curve at half-maximal effect; % is scaled to controls: 0 for no effect and ±100 for the full control effect; the screen sought activators but most active calls are inhibition curves; nearly all actives have a fitted effect of over 45% in size
Target sequence (P07954 whole entry, looked up): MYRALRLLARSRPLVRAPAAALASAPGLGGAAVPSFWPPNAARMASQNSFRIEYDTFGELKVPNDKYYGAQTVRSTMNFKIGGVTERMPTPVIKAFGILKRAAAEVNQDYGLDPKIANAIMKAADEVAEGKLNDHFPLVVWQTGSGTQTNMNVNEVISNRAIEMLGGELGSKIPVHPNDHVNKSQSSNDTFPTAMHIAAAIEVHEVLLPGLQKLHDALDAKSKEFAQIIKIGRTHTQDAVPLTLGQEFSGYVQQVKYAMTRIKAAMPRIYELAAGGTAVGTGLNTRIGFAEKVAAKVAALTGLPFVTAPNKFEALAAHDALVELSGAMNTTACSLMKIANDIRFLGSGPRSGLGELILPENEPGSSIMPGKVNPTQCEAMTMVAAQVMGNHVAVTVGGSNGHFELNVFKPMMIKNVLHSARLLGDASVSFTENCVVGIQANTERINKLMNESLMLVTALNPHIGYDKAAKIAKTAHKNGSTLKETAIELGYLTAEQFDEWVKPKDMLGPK
p53null 32C tox – qHTS Screen for Compounds that Selectively Target Cancer Cells with p53 Mutations: Cytotoxicity of p53 Null Cells at the Permissive Temperature; 55,000 compounds, 0.62% hits; AID 903, 2007; Potency, µM (highest dose often 46.1 µM), inactives show at the highest dose activity change, negative = cytotoxicity, actives largely listed as cytotoxic; H1299-neo p53 null cells, ATP luminescence, 24 h, 32C;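 also: potency is read from the fitted curve at half-maximal effect; 0% = DMSO only and -100% = full killing by 100 µM tamoxifen; nearly all actives have a fitted effect of over 55% in size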
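AC50 values derive from Hill modelling of qHTS concentration-response data (up to 46 uM) in H1299-neo cells. Cells were treated 24 h at 32C following overnight attachment at 37C; viability was read as cellular ATP.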
PTAP-TSG101 blk – qHTS Validation Assay for Inhibitors of HIV-1 Budding by Blocking the Interaction of PTAP/TSG101: Sytravon Library Screen. Tumor susceptibility gene 101 protein (Homo sapiens), Q99816. Fluorescence polarization, FITC-PTAP peptide/Tsg101, 20 min. Potency, µM (doses to about 115 µM), inactives show top-dose activity change, negative = inhibition, hits mostly inhibitors. 44,000 tested, under 10 active; also: potency is read from the fitted curve at half-maximal effect; 0% is about no effect
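qHTS FP binding, 20 min r.t.: 10 uM Tsg101 domain + 50 nM FITC-PTAP peptide, pH 7.5 HEPES buffer with TCEP and EDTA.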
NTMT1 inhibitor – Primary qHTS for Inhibitors of N-terminal methyltransferase 1 (NTMT1): MTaseGlo Assay. N-terminal Xaa-Pro-Lys N-methyltransferase 1 (Homo sapiens), Q9BV86. NTMT1 MTase-Glo SAH luminescence, purified enzyme. Potency, µM (series often up to 114 µM), for the others: at the highest dose activity change, negative = inhibition, usual class: inhibitors. 59,000 compounds, 2.5% hits. AID 1645870, 2021;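 also: potency is read from the fitted curve at half-maximal effect; plate controls were DMSO vehicle for no effect and no enzyme for full effect; nearly all actives have a fitted effect of over 65% in size; many of its hits are not listed in these tables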
Target sequence (Q9BV86 whole entry, looked up): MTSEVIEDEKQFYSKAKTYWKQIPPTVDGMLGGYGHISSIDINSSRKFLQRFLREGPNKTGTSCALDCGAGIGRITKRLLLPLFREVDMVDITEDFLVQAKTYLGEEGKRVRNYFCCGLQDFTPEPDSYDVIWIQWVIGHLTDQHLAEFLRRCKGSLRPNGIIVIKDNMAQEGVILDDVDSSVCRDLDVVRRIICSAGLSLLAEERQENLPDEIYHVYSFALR
p53null 39C tox – qHTS Screen for Compounds that Selectively Target Cancer Cells with p53 Mutations: Cytotoxicity of p53 Null Cells at the Nonpermissive Temperature. 55,000 compounds, 0.97% hits. AID 904, 2007. H1299 p53-null (neo) cells, 39C, ATPlite viability, 24 h. Potency, µM (titrated, usually from 46.1 µM), for the others: at the highest dose activity, negative = cell killing, most hits filed as cytotoxic;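 also: potency is read from the fitted curve at half-maximal effect; 0% = DMSO only and -100% = full killing by 100 µM tamoxifen; nearly all actives have a fitted effect of over 50% in size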
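Temperature-shift cytotoxicity format: compound titrations on p53-null or A138V-expressing H1299 cells held 24 hr at 39C, cell ATP then measured, AC50 from Hill model.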
GALK inh – qHTS Assay for Inhibitors of Human Galactokinase (GALK): NCGC Sytravon Library Screen; recombinant GALK, Kinase-Glo ATP luminescence, 1 h; Potency, µM (top dose mostly 57.5 µM), for inactives: at the top dose activity, negative = inhibition, usual class: inhibitors; 44,000 tested, under 10 active; AID 1347072, 2019;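 also: plate controls were full GALK reaction for no effect and reaction lacking GALK for full effect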
Target sequence (P51570 whole entry, looked up): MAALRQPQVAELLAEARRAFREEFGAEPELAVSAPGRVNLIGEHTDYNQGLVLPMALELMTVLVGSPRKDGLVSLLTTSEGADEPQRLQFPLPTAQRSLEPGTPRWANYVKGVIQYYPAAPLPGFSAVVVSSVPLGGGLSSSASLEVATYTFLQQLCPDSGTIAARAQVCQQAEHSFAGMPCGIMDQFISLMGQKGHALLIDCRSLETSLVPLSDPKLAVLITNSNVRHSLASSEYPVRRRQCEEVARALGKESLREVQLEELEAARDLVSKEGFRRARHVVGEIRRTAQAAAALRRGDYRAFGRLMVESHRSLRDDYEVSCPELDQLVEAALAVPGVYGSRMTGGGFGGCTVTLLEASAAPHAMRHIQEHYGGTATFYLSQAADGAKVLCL
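Reactions with and without enzyme served as controls. GALK at 5 nM phosphorylates 100 uM galactose using 35 uM ATP (HEPES pH 8.0, Mg2+) for 1 h at RT, with luminescence read 10 min after adding Kinase-Glo Plus.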
* marks the source's active call; other numbers are inactive results; u = inconclusive; x = not tested or not shown; [ ] = another dose, or the depositor's remark. Calls follow the shape of the dose curve; as a rule, active = well fitted curve in the direction sought with a large enough effect; inconclusive = small, poorly fitted or top-dose-only effect, or another doubt; inactive = no such curve, though single readings can be large; an effect the other way counts as inactive or inconclusive. The list is partial; rates above refer to the full screens.

Below each compound: B2AR arrestin ag, FH mod, p53null 32C tox, PTAP-TSG101 blk, NTMT1 inhibitor, p53null 39C tox, GALK inh
1) COc1ccc(CCN2C(=O)N(c3ccccc3)C(=O)C2CC(=O)Nc2ccccc2)cc1 (configuration not stated)
→ 1%, 2%, u, 1%, 6%, -5%, 5%
2) COc1ccc(CNC(=O)CSCc2ccc(C)cc2)c(OC)c1
→ 2%, -12%, 2%, 1%, 7%, -2%, u
3) CCOC(=O)c1c(C)oc2ncnc(N3CCN(c4ccccc4OC)CC3)c12
→ 2%, -3%, 1%, -8%, 1%, -7%, 2%
4) CN(C)CCNC(=O)c1ccc2c(c1)NC(=O)C(CS(=O)(=O)Cc1cccc(Br)c1)N2 (configuration not stated)
→ 0%, -8%, -9%, -3%, u, -6%, -1%
5) CNc1ncnc2c1cnn2-c1ccc(C)c(C)c1
→ 1%, -7%, u, -1%, u, 16%, -8%
6) CCOC(=O)C1CCN(C(=O)Cn2nc(CC)n3c(cc4occc43)c2=O)CC1
→ -2%, -5%, -3%, -10%, -1%, -2%, 7%
7) Cc1ccc(C)c(CS(=O)(=O)c2cn(CC(=O)N(C(C)C)C(C)C)c3ccccc23)c1
→ 1%, -10%, 4%, -7%, -3%, -17%, -8%
8) CCCCCn1c(=O)[nH]c2cc(C(=O)NC(C)CC)ccc2c1=O (configuration not stated)
→ -2%, -7%, 1%, 0%, -2%, -10%, 5%
9) Fc1ccc(CNc2nc3ccc(Cl)cc3n3nnnc23)cc1
→ 1%, 0%, 0%, 11%, 10%, -13%, -7%
10) CCN(CC)S(=O)(=O)c1nnc(NC(=O)c2ccc(Br)cc2)s1
→ 0%, -9%, 0%, 0%, 9%, -3%, -11%
11) CCOC(=O)c1c(C)[nH]c(C)c1S(=O)(=O)N(C)CC(=O)Nc1ccc(OC)cc1
→ 0%, -2%, 4%, -6%, 5%, -29%, 1%
12) CC(=O)N1CCc2nc3sc(C(=O)Nc4ccc(Cl)cc4F)c(N)c3c(C(F)(F)F)c2C1
→ -2%, -9%, -5%, 0%, 10%, -7%, 2%
13) Cc1ccc(SCc2nc(-c3ccc(C(=O)Nc4cc(C)ccc4C)cc3)oc2C)cc1
→ 1%, u, 11%, 0%, 13%, 10%, 2%
14) Cc1nc(-c2ccccc2)sc1-c1ccc(SCC(=O)Nc2ccccc2)nn1
→ 1%, u, 2%, -4%, 4%, -5%, u
15) Cc1cc(C)c(NC(=O)Nc2sc3nc4n(c(=O)c3c2C)CCC(C)CC4)c(C)c1 (configuration not stated)
→ 0%, x, -1%, -1%, x, 10%, -1%
16) COc1ccc(N(Cc2nnc3n2CCCCC3)C(=O)Nc2cccc(C)c2)cc1Cl
→ 0%, 3%, -4%, -1%, 23%, 27%, 0%
17) Cc1ccc(CCNC(=O)c2ccc3c(c2)N(Cc2ccccc2)C(=O)c2ccccc2S3=O)cc1 (configuration not stated)
→ 6%, -20%, -12%, 2%, -1%, 25%, -4%
18) O=C(Cn1c(=O)n(Cc2cccs2)c(=O)c2cccnc21)Nc1ccccc1F
→ 0%, 6%, -3%, -4%, u, -20%, 0%
19) O=C(Cn1c(=O)nc(-c2ccccc2)c2cc(Cl)ccc21)NCc1ccc(Cl)cc1
→ 0%, -5%, -3%, 3%, u, -21%, 5%
20) O=C(Nc1ccc(Cl)cc1)c1cc(S(=O)(=O)NC2CCCCCC2)ccc1F
→ -1%, u, -7%, -5%, 10%, 11%, -6%
21) CCOc1ccc(CCNC(=O)C2CCN(c3ncnc4c3nc3n4CCCCC3)CC2)cc1
→ 1%, 2%, -5%, 3%, u, 1%, 2%
22) COc1ccc(NS(=O)(=O)c2ccc(-n3cccn3)cc2)cc1OC
→ 4%, -1%, 11%, -3%, 14%, -7%, 0%
23) CN(C(=O)Cn1c(=O)n(CCC(=O)NCc2ccc3c(c2)OCO3)c(=O)c2sccc21)c1ccccc1
→ 0%, -8%, 8%, 1%, u, -15%, 2%
24) O=C(Nc1ccccc1Cl)c1sc2cccc(Cl)c2c1Cl
→ 0%, 6%, 0%, -1%, 0%, -6%, 0%
25) CCCCN(C)S(=O)(=O)c1cc(-c2cc(C)no2)ccc1C
→ 0%, -11%, -6%, 0%, 1%, -22%, 0%
26) CC(C)(C)OC(=O)N1CCC(c2c(C(=O)NCCN3CCC(Cc4ccccc4)CC3)cnn2-c2ccc(F)cc2)CC1
→ 0%, -21%, u, -6%, -4%, 25µM*, -7%
27) COc1ccccc1NC(=O)C1=C(C)Nc2c(C(=O)Nc3cccc(C)c3)cnn2C1c1ccccc1Cl (configuration not stated)
→ 2%, -11%, 6%, -2%, -7%, 6%, 2%
28) Cc1ccc(CNC(=O)c2ccc(NC(=O)N3CCSc4ncccc43)cc2)cc1
→ -2%, -4%, 9%, -5%, u, 3%, -1%
29) Cc1cc(C)n2nc(SCC(=O)Nc3cccc(C(F)(F)F)c3)nc2n1
→ 0%, -26%, -8%, -5%, -12%, -11%, 6%
30) O=C(Cn1c(=O)n(Cc2ccco2)c(=O)c2sc3ccccc3c21)Nc1ccccc1C(F)(F)F
→ 1%, -4%, 2%, -1%, -5%, -26%, 1%

An excerpt from above, showing only p53null 39C tox:
| entry | SMILES | p53null 39C tox |
| --- | --- | --- |
| 25 | CCCCN(C)S(=O)(=O)c1cc(-c2cc(C)no2)ccc1C | -22% |
| 26 | CC(C)(C)OC(=O)N1CCC(c2c(C(=O)NCCN3CCC(Cc4ccccc4)CC3)cnn2-c2ccc(F)cc2)CC1 | 25µM* |

Single records, as listed above:
`COc1ccc(NS(=O)(=O)c2ccc(-n3cccn3)cc2)cc1OC` as listed: B2AR arrestin ag = 4%; FH mod = -1%; p53null 32C tox = 11%; PTAP-TSG101 blk = -3%; NTMT1 inhibitor = 14%; p53null 39C tox = -7%; GALK inh = 0%
`Cc1cc(C)n2nc(SCC(=O)Nc3cccc(C(F)(F)F)c3)nc2n1` as listed: B2AR arrestin ag = 0%; FH mod = -26%; p53null 32C tox = -8%; PTAP-TSG101 blk = -5%; NTMT1 inhibitor = -12%; p53null 39C tox = -11%; GALK inh = 6%
`O=C(Nc1ccccc1Cl)c1sc2cccc(Cl)c2c1Cl` as listed: B2AR arrestin ag = 0%; FH mod = 6%; p53null 32C tox = 0%; PTAP-TSG101 blk = -1%; NTMT1 inhibitor = 0%; p53null 39C tox = -6%; GALK inh = 0%

The results go on:
Below each compound: B2AR arrestin ag, FH mod, p53null 32C tox, PTAP-TSG101 blk, NTMT1 inhibitor, p53null 39C tox, GALK inh
31) O=C(Cn1ncc2c3ccccc3n(Cc3ccccc3F)c2c1=O)NCCCc1ccccc1
→ -3%, -2%, -8%, -2%, 8%, -3%, -3%
32) COc1ccc(NC(=O)C2CCN(S(=O)(=O)c3c(C)noc3/C=C/c3ccco3)CC2)cc1
→ -1%, 1%, 22%, 0%, u, 1%, 1%
33) CCCCc1c(C)nc2c(-c3ccc(Cl)cc3)c(C)[nH]n2c1=O
→ 0%, 11%, x, -2%, 16%, x, 16%
34) Cc1c(Cl)cccc1NC(=O)CCn1nc(C)c2c(C)n(-c3ccccc3)nc2c1=O
→ -1%, -9%, 1%, 3%, -5%, 33%[activator], -1%
35) COc1ccc(NC(=O)c2nnn(Cc3nc(-c4cc(OC)c(OC)c(OC)c4)oc3C)c2C)cc1
→ -2%, 5%, 6%, -8%, -2%, -4%, 0%
36) Cc1ccc(-n2c(SCC(=O)N3CCc4ccccc43)nc3c([nH]c4ccccc43)c2=O)cc1
→ -1%, -6%, -1%, -7%, -6%, -8%, 1%
37) O=C(Cn1nc2c(cc1=O)CCCC2)Nc1ccc(F)cc1F
→ 1%, -11%, -1%, -3%, 13%, -6%, -2%
38) Cc1ccccc1OCCSc1nc(C)c(Cc2ccccc2)c(=O)[nH]1
→ 0%, -3%, -7%, -6%, 9%, 5%, 0%
39) COc1ccc2nc(C)cc(Nc3ccc(Cl)c(Cl)c3)c2c1
→ 1%, -3%, u, -6%, -23%, 13µM*, -3%
40) Cc1ccccc1OCC(=O)Nc1ccc2nc(SCCOc3ccccc3)sc2c1
→ -3%, -10%, -10%, -2%, 1%, -12%, -2%

Compounds from the list above that contain bromine, in the order listed:
Below each compound: B2AR arrestin ag, FH mod, p53null 32C tox, PTAP-TSG101 blk, NTMT1 inhibitor, p53null 39C tox, GALK inh
4) CN(C)CCNC(=O)c1ccc2c(c1)NC(=O)C(CS(=O)(=O)Cc1cccc(Br)c1)N2 (configuration not stated)
→ 0%, -8%, -9%, -3%, u, -6%, -1%
10) CCN(CC)S(=O)(=O)c1nnc(NC(=O)c2ccc(Br)cc2)s1
→ 0%, -9%, 0%, 0%, 9%, -3%, -11%

(list continues)
Below each compound: B2AR arrestin ag, FH mod, p53null 32C tox, PTAP-TSG101 blk, NTMT1 inhibitor, p53null 39C tox, GALK inh
41) Cc1cccc(Cn2c(SCc3ccc(C(=O)NCCc4ccccc4)cc3)nc3ccncc32)c1
→ -1%, -12%, 18%, 14%, 17%, 0%, -1%
42) O=C(NCc1cccc(Cl)c1)C(=O)Nc1ccc2nc3n(c(=O)c2c1)CCCCC3
→ -2%, -13%, -1%, 1%, 3%, -6%, 3%
43) COc1cccc(C(=O)Nc2ccccc2C(=O)OCc2cc(=O)n3c(C)csc3n2)c1
→ 0%, 4%, 2%, 2%, -18%, 3%, -3%
44) CCOc1ccccc1NC(=O)C1CCN(S(=O)(=O)c2ccc3[nH]c4c(c3c2)CCCCC4)CC1
→ 0%, -11%, -1%, 1%, -16%, -1%, -1%
45) CCc1c(C)nc2nncn2c1NCc1ccc(OC)cc1
→ 1%, 3%, -4%, -1%, 0%, -26%, 2%
46) CCC(=O)Nc1ccc2nc(SCc3ccc(C)cc3)sc2c1
→ -4%, -5%, -3%, -2%, 7%, 4%, -10%
47) CC(=O)N1CCc2c(sc3c2c(=O)n(Cc2ccccc2)c(=O)n3Cc2ccccc2Cl)C1
→ 0%, u, 35%[activator], -7%, 4%, 15%, 0%
48) COc1ccc(OC)c(NC(=O)N2CC(C)Oc3ccc(C)cc32)c1 (configuration not stated)
→ -1%, -23%, 16%, -1%, u, -13%, -2%
49) Cc1nn(CCC(=O)Nc2ccc(Cl)cc2)c(C)c1S(=O)(=O)N1CCCCC1
→ -2%, -17%, -8%, -6%, 5%, 3%, -3%
50) CCN1CCN(CCCNC(=O)c2cnn(-c3ccc(C)cc3)c2C2CCN(C(=O)OC(C)(C)C)CC2)CC1
→ -1%, -3%, 2%, -5%, -1%, 8%, 1%

Screening results as filed in PubChem.
